Keap1-Nrf2 PPI = inhibitors of human Keap1-Nrf2 protein-protein interaction; hit rate 0.15% among 340,000; Q14145; Keap1 Kelch-Nrf2 peptide fluorescence polarization, 1536-well; inhibition, % at 9.4 µM; in the data active means inhibition above about 12%;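 further: human Keap1 Kelch domain with fluorescein labeled Nrf2 9mer peptide probe; 0% = neutral control wells and 100% = peptide positive control; higher means more block of Keap1 binding to Nrf2 peptide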
Target sequence (Q14145 whole entry, looked up, the tested form may be a part): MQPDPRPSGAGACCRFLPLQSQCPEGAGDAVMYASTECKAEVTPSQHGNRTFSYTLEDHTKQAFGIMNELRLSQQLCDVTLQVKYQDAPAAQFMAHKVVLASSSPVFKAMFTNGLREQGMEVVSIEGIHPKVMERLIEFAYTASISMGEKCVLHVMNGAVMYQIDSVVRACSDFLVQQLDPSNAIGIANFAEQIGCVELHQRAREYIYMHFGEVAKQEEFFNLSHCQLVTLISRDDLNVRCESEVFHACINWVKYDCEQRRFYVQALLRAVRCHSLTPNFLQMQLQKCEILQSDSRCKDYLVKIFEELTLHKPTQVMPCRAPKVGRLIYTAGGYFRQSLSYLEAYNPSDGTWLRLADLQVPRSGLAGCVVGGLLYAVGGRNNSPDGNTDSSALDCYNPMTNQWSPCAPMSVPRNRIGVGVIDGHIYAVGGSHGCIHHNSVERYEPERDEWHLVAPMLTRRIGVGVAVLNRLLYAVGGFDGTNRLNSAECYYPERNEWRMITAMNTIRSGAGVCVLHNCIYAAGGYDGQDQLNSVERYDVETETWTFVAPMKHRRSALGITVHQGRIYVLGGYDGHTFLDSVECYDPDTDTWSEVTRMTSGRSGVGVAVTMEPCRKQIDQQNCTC
Rtt109 Vps75 = inhibitors of Candida albicans Rtt109/Vps75 histone acetyltransferase. Q5AAJ8. purified Rtt109/Vps75, ThioGlo CoA-SH fluorescence, 4 h. inhibition, % at 34.9 µM. hit rate 0.16% among 330,000. AID 540336;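 active means inhibition of at least 50% in every replicate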
RTF Ca sens act = cardiac RTF calcium sensitization; P19429+P45379; IANBD-labeled TnC RTF fluorescence at EC20 calcium; 0% EC20 calcium, 100% full calcium; activation, % at 7.2 µM; hit rate 0.24% among 340,000;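 active means activation above the mean over all tested compounds plus 3 SD, cut at about 30% in these data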;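 further: rise in fluorescence read as greater calcium sensitivity of cardiac thin filaments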
DAGLB inh = blocks human DAGLB lipase activity; Q8NCG7; HEK293T DAGLB membrane lysate, EnzChek fluorogenic substrate; inhibition, % at 5.17 µM; hit rate 0.059% among 340,000; AID 504411; in the data active means inhibition above about 34%;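 further: 0% = enzyme with vehicle and 100% = wells lacking enzyme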
PKA-R2B act = PKA-R2B complex activation; P22694+P31323; PKA-R2B holoenzyme dissociation, Cy5-IP20 fluorescence polarization; R2B truncated from residue 108, S112A mutant; 0% DMSO only, 100% 113 µM cGMP; activation, % at 11.4 µM; hit rate 0.079% among 340,000; AID 504700;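 active means activation above a cutoff set at the mean over all compounds plus 3 SD, cut at about 18% in these data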;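 further: higher means more holoenzyme dissociation and a rise in polarization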
Target sequence (P31323 whole entry, looked up, other chains not shown, the tested form may be a part): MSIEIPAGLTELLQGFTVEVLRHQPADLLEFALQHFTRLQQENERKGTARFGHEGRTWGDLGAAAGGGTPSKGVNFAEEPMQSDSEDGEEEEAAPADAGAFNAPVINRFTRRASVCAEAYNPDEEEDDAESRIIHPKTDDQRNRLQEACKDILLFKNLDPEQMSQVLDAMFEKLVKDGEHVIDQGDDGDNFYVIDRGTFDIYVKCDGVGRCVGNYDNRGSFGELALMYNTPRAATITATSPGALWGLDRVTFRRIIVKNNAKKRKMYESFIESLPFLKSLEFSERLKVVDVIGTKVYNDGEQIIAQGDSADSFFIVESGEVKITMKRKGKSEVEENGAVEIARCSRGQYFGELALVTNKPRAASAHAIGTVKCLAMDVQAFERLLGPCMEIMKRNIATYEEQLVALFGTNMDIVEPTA
CAL PDZ FP-1 = inhibitors of human CAL PDZ peptide binding; Q9HD26; purified CAL PDZ, TMR-peptide fluorescence polarization, 1 h; inhibition, % at 24.9 µM; hit rate 0.92% among 300,000; AID 602252;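 active means mean inhibition of at least 30% with at least half of replicates also reaching 30%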;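 further: 0% = DMSO neutral control and 100% = excess unlabeled competitor peptide PRC23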
C-LANA FP = blocks KSHV LANA C-terminal domain binding to DNA. MBP-C-LANA/FAM-LBS DNA binding, fluorescence polarization. hit rate 0.078% among 340,000. AID 504423. inhibition, % at 9 µM;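 active means highest replicate inhibition at or above 60% at 9 µM, even if other replicates fall short; inactive means all replicates below 60% inhibition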;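 further: 0% = neutral control wells and 100% = 4 µM acridine orange control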
Cardiac RTF inh = cardiac RTF calcium desensitization; P19429+P45379; IANBD-labeled cardiac RTF, Ca2+ fluorescence; inhibition, % at 7.15 µM; hit rate 0.12% among 340,000; AID 493244;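 active means inhibition above the mean inhibition of all tested compounds plus 3 SD, cut at about 17% in these data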;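 further: assay run at fixed EC70 calcium of 1.6 mM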
CAL PDZ FP-2 = blocks peptide binding to human CAL PDZ domain. Q9HD26. purified CAL PDZ, TMR-peptide fluorescence polarization, 1 h. inhibition, % at 20 µM. hit rate 0.02% among 330,000. AID 504414;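 active means highest replicate inhibition of at least 40%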;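 further: plate controls were DMSO neutral control wells for no effect and unlabeled competitor peptide control wells for full effect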
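Test system: purified CerCALP PDZ construct; Compound dosing: one concentration, 20 µM compound; Also added: TMR-labelled reporter peptide T*-PRC34 bound in PDZ groove; Read-out: inhibition from polarization loss; Controls: unlabelled peptide and DMSO controls; Signal: FP readout, S and P plane fluorescence; Incubation: 1 h at RT.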
SR-BI uptake up = SR-BI HDL lipid transfer activation. CHO ldlA[mSR-BI] cells, DiI-HDL uptake fluorescence, 3 h; 100 = double the neutral-control signal. activation, % at 12.5 µM. hit rate 0.096% among 320,000. AID 504775;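 active means mean replicate activation of at least 60% and every replicate at or above 60%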;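 further: 0% = median plate neutral-control signal and 100% = twice that signal; values of inactives mirror those of a sister screen read the other way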
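Test system: SR-BI-overexpressing, LDLR-lacking CHO cells. Measured by: DiI fluorescence, bottom read. Medium: Ham's F12 with 0.5% BSA, HEPES 25 mM, pH 7.4. Timing: 3 h uptake period with compound, 37 °C.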
Starred values were filed as active, the others as inactive; . = not tested or not shown.

entry | SMILES | Keap1-Nrf2 PPI | Rtt109 Vps75 | RTF Ca sens act | DAGLB inh | PKA-R2B act | CAL PDZ FP-1 | C-LANA FP | Cardiac RTF inh | CAL PDZ FP-2 | SR-BI uptake up
1 | Oc1ccccc1Oc1ncc(Br)c(Cl)n1 | -4 | -2 | -3 | -4 | 3 | -5 | -0.8 | -1 | -0.2 | -2
2 | CCn1c(N2CCN(S(=O)(=O)c3ccccc3C(F)(F)F)CC2)nc2ccccc21 | 6 | 13 | 1 | -1 | -4 | -5 | 2.3 | -3 | -0.7 | -2
3 | CC(=O)c1ccc(N2CCN(C(=O)CCC(=O)c3cccs3)CC2)cc1 | -7 | 9 | 11 | 2 | -3 | -2 | 1.9 | -8 | -5.5 | -10
4 | O=C(c1ccc([N+](=O)[O-])cc1[N+](=O)[O-])N1CCN(C(=O)C2CCCO2)CC1 (centres undefined) | -4 | -4 | 2 | 4 | -5 | . | 0.1 | -9 | 0.5 | 0
5 | CC(C)(C)S(=O)(=O)c1ccc2nc3c(n2c1)CCCC3 | -2 | 30 | -1 | 0 | -3 | -3 | 0.3 | 0 | -1.8 | 6
6 | CC1(C(=O)N2CC3(CC(c4cccc(NC(=O)CC(c5ccccc5)c5ccccc5)c4)=NO3)C[C@@H]2C(N)=O)CC1 (some centres undefined) | 0 | -14 | 1 | 0 | -7 | 1 | 0.2 | -6 | -2.1 | -60
7 | COc1ccc(-c2nc3cnccn3c2NC2CCCCC2)cc1-c1cccc(Cl)c1 | 0 | -9 | 8 | 1 | -6 | -5 | -0.4 | -10 | 0.4 | -29
8 | Cc1c(NC(=O)c2cccnc2C(=O)O)cccc1C(=O)O | -4 | 0 | 8 | 3 | -15 | -3 | -2.2 | -2 | -2.0 | 9
9 | CC/C(O)=C1\C(=O)CC(c2ccccc2)CC1=NCCC(=O)O (centres undefined) | 4 | 0 | 1 | 0 | -3 | -4 | 3.8 | -22 | -1.1 | -7
10 | O=C(CSc1nnc(CNC(=O)c2ccccc2F)o1)NCC1CCCO1 (centres undefined) | 5 | -2 | -5 | 1 | -2 | -2 | -5.7 | 2 | 0.5 | 12
11 | CCOc1ccc2nc(NC(=O)CSc3nc4c(c(=O)n(C)c(=O)n4C)n3C(C)C)sc2c1 | -2 | 6 | 0 | -3 | 6 | -4 | -2.2 | 0 | -1.8 | -67
12 | Fc1ccc(Nc2nnns2)cc1 | -2 | 0 | 2 | 1 | -1 | . | -0.1 | 4 | -1.0 | 0
13 | COc1cccc(NC(=O)N2CCCC2C(=O)NC2CCCC2)c1 (centres undefined) | 0 | 15 | -2 | -2 | -4 | -3 | -0.1 | 6 | -1.6 | 1
14 | O=C(NCCc1ccncc1)Nc1ccccc1Cl | 6 | . | 9 | 0 | -20 | -15 | -1.3 | -8 | -3.1 | 15
15 | COc1ccc([C@@H]2[C@@H]3C(=O)N(C(C)(C)C)C(=O)[C@@H]3[C@]3(Cc4ccccc4)C(=O)N(c4ccc(C)cc4)C(=O)N23)cc1 | 5 | 5 | -5 | -4 | -3 | 0 | -4.9 | 6 | -0.5 | 7
16 | Nc1c(N(Cc2ccco2)C(=O)COc2ccccc2Cl)c(=O)[nH]c(=O)n1Cc1ccccc1 | -8 | 5 | 0 | 6 | -13 | . | -0.6 | -2 | -0.5 | 4
17 | CN(CC(=O)Nc1ccc(F)cc1)C(=O)c1cc([N+](=O)[O-])ccc1N1CCOCC1 | 2 | 13 | 1 | -3 | -6 | -2 | 0.1 | -7 | -4.0 | -9
18 | CCC(=O)NC(Nc1nc(C)cs1)(C(=O)OC)C(F)(F)F (centres undefined) | 3 | -9 | 3 | -3 | 4 | -1 | -3.6 | -8 | -0.3 | .
19 | O=S(=O)(NCc1ccccn1)c1cccc2nsnc12 | -8 | 0 | 4 | -5 | 1 | 1 | 2.0 | -2 | -1.5 | .
20 | Cc1ccc(C)c(NC(=O)NNC(=O)CCc2ccccc2)c1 | -1 | 3 | -4 | -2 | -4 | -2 | 0.1 | 0 | -0.1 | 3
21 | COc1ccc(-c2nc(CN3CCN(C(=O)c4ccco4)CC3)c(C)o2)cc1OC | 2 | 24 | 4 | 0 | -4 | 1 | 0.6 | -5 | 0.4 | -30
22 | Cc1ccccc1C(=O)N/N=C/c1ccsc1C | 3 | -6 | 0 | -1 | -3 | -1 | 1.0 | 3 | -0.6 | -5
23 | Cc1nc(NC(=O)CN2CCN(c3ccccc3F)CC2)sc1C(=O)N(C)C | -3 | 13 | 5 | 0 | -8 | 0 | -1.0 | -5 | -0.1 | 17
24 | COc1ccccc1-c1cn(S(=O)(=O)c2ccc(C)cc2)nc1N | 3 | 33 | 1 | -4 | -17 | 4 | 3.4 | -1 | -2.0 | .
25 | N#Cc1cc2c(ccc3ccccc32)oc1=O | 1 | -63 | 1 | 4 | -9 | -4 | 2.1 | -1 | 0.7 | 9
26 | O=C(/C=C/c1ccc(OCCCF)cc1)NCc1cccc(Cl)c1 | 3 | -7 | -3 | -6 | -8 | . | 0.6 | -1 | -3.2 | -32
27 | CC(C)OCCCN(CC(O)c1ccccc1)CC(O)c1ccccc1 (centres undefined) | 2 | 6 | 3 | 1 | -10 | -3 | -2.3 | 1 | -0.9 | 23
28 | O=S(=O)(c1ccccc1F)N1CCN(CCc2ccccc2)CC1 | -7 | 3 | -6 | -5 | 1 | -1 | -1.9 | -2 | -1.2 | -3
29 | CCCCCSc1nnc2c(n1)OC(c1cccn1C)N(C(C)=O)c1ccccc1-2 (centres undefined) | 0 | 11 | -1 | 4 | 0 | -1 | 1.7 | -17 | -0.6 | -6
30 | O=C(COc1ncnc2ccccc12)Nc1ccc(Cl)c([N+](=O)[O-])c1 | 0 | 0 | 2 | 1 | 2 | -6 | -0.4 | -20 | -4.0 | 1
31 | Clc1ccc(-c2n[nH]c3c2CCC3)c(Cl)c1 | -9 | 0 | 0 | -3 | -3 | -2 | -0.8 | 7 | -0.9 | 4
32 | CCOc1ccc(NC(=O)C(C)Sc2nccn2C)cc1 (centres undefined) | 6 | 5 | 3 | -1 | -7 | 1 | -0.1 | 3 | -1.3 | 20
33 | O=C(Nc1ccc2c(c1)OCO2)c1cnn2c(C(F)(F)F)cc(-c3ccco3)nc12 | -3 | -6 | 0 | -4 | 8 | 4 | -1.1 | 1 | -3.8 | .
34 | N#C/C(=C(/O)c1ccc([N+](=O)[O-])s1)c1nc2ccccc2[nH]1 | -3 | -8 | 2 | 8 | -3 | -1 | -1.0 | 1 | 1.1 | .
35 | CCOC(=O)c1cc(C)n(Cc2ccccc2)c1C | -2 | 3 | 0 | -2 | -4 | -2 | -0.9 | -1 | -1.7 | 22
36 | COCCn1c(SCC(=O)NC(=O)Cc2ccccc2)nc2ccccc2c1=O | -4 | 2 | 0 | 0 | -8 | . | -2.5 | -1 | 0.6 | -1
37 | COC(=O)N/N=C/c1cc(C)n(-c2ccccc2)c1C | -5 | 28 | 1 | 0 | -9 | -1 | -1.1 | -5 | -1.9 | 0
38 | COc1ccc(Cc2n[nH]c(=S)n2N)cc1OC | -1 | -20 | -6 | -4 | -13 | -1 | -1.8 | -3 | -1.7 | -9
39 | C#CCn1cnc2c(oc3ccccc32)c1=O | 2 | 2 | 1 | 0 | -9 | -2 | 0.0 | -9 | -3.1 | -2
40 | CC(OC(=O)c1cccs1)C(=O)NCc1ccccc1 (centres undefined) | -3 | -2 | -2 | 1 | -3 | 0 | 0.4 | -13 | 0.4 | -3
41 | C=C1SC(=Nc2c(C)cccc2Cl)N(C(=O)c2sc3ccccc3c2Cl)C12CCCCC2 | -4 | 4 | -1 | -2 | -6 | -1 | 1.1 | -12 | -0.9 | -4
42 | COc1cc(OC)cc(C(=O)NC(=S)NCc2ccco2)c1 | -2 | 7 | 5 | -10 | -4 | 0 | -2.2 | -9 | -0.7 | 6
43 | CCOc1ccc(C(C(=O)NCC2CCCO2)N(Cc2ccccc2)C(=O)c2snc(C(N)=O)c2N)cc1 (centres undefined) | -5 | -7 | 0 | 1 | -5 | 88* | -0.2 | -10 | -0.1 | 12
44 | CC(=O)NNC(=O)CCn1c2c(c3ccccc31)CCCC2 | 2 | -1 | 2 | 2 | -2 | . | 1.6 | -8 | 0.3 | 3
45 | COc1ccccc1C1OCC(C)(C)CO1 | -5 | -10 | 1 | -4 | -9 | . | 3.3 | 7 | -1.6 | 4
46 | COc1cc(/C=C2/CC(C)OC2=O)c([N+](=O)[O-])cc1OC (centres undefined) | -5 | 11 | 5 | 0 | -5 | -5 | -1.9 | -2 | 0.4 | -17
47 | O=C(c1cccc(S(=O)(=O)N2CCOCC2)c1)N1CCN(Cc2ccc3c(c2)OCO3)CC1 | 1 | 10 | 2 | 0 | -8 | 0 | 2.2 | -12 | -0.8 | 2

Molecules from the list above with a Cl atom, in the order listed:
entry | SMILES | Keap1-Nrf2 PPI | Rtt109 Vps75 | RTF Ca sens act | DAGLB inh | PKA-R2B act | CAL PDZ FP-1 | C-LANA FP | Cardiac RTF inh | CAL PDZ FP-2 | SR-BI uptake up
1 | Oc1ccccc1Oc1ncc(Br)c(Cl)n1 | -4 | -2 | -3 | -4 | 3 | -5 | -0.8 | -1 | -0.2 | -2
7 | COc1ccc(-c2nc3cnccn3c2NC2CCCCC2)cc1-c1cccc(Cl)c1 | 0 | -9 | 8 | 1 | -6 | -5 | -0.4 | -10 | 0.4 | -29
14 | O=C(NCCc1ccncc1)Nc1ccccc1Cl | 6 | . | 9 | 0 | -20 | -15 | -1.3 | -8 | -3.1 | 15
16 | Nc1c(N(Cc2ccco2)C(=O)COc2ccccc2Cl)c(=O)[nH]c(=O)n1Cc1ccccc1 | -8 | 5 | 0 | 6 | -13 | . | -0.6 | -2 | -0.5 | 4
26 | O=C(/C=C/c1ccc(OCCCF)cc1)NCc1cccc(Cl)c1 | 3 | -7 | -3 | -6 | -8 | . | 0.6 | -1 | -3.2 | -32
30 | O=C(COc1ncnc2ccccc12)Nc1ccc(Cl)c([N+](=O)[O-])c1 | 0 | 0 | 2 | 1 | 2 | -6 | -0.4 | -20 | -4.0 | 1
31 | Clc1ccc(-c2n[nH]c3c2CCC3)c(Cl)c1 | -9 | 0 | 0 | -3 | -3 | -2 | -0.8 | 7 | -0.9 | 4
41 | C=C1SC(=Nc2c(C)cccc2Cl)N(C(=O)c2sc3ccccc3c2Cl)C12CCCCC2 | -4 | 4 | -1 | -2 | -6 | -1 | 1.1 | -12 | -0.9 | -4
